Assay outcomes: PubChem, several laboratories
STK33 kinase inh – inhibitors of purified STK33 kinase, primary screen, biochemical, ADP-Glo luminescence, homogeneous, cell-free | Serine/threonine-protein kinase 33 (Homo sapiens), Q9BYT3 | MBP phosphorylation | inhibition, % at 10 µM | 0.073% of 320,000 active | AID 2661, 2010;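 active means inhibition at or above 25%, using the most active replicate where run in duplicate; inactive means inhibition below 25%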
KCNQ2 block – KCNQ2 potassium channel inhibitors, primary screen, cell-based, CHO-K1, FluxOR thallium flux, B-score (AID 2156). Potassium voltage-gated channel subfamily KQT member 2 (Rattus norvegicus), O88943. 20 min; hits give low values. B-score at 10 µM. 1.1% of 310,000 active;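 active means fluorescence ratio B-score at most minus 3 library SDs, with starting brightness B-score within 2 library SDs, cut at about -5.5 in these data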
Target sequence (O88943 whole entry, looked up): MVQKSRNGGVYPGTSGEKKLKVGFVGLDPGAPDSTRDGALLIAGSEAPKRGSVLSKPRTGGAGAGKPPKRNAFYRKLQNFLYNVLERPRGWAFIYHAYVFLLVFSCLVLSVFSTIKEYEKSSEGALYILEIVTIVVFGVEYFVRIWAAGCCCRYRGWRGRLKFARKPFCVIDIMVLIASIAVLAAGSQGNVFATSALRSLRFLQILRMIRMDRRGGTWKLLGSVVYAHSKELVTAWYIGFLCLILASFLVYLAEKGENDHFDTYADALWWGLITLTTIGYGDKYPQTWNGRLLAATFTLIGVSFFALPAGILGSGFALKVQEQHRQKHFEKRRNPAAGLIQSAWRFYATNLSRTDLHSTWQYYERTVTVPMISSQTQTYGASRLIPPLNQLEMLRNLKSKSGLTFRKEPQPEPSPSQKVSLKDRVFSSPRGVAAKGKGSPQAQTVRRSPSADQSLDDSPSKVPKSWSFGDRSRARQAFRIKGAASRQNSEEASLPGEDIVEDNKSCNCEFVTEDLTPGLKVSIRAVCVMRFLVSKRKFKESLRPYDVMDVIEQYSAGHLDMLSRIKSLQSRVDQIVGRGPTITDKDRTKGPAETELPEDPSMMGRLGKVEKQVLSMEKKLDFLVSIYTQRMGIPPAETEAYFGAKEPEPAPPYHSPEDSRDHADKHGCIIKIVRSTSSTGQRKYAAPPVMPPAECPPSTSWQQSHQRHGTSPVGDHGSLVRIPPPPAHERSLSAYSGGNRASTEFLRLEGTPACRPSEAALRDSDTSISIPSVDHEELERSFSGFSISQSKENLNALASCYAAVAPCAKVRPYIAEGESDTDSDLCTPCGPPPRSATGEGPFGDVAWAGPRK
OX1R FRET antag – antagonists of human orexin 1 receptor (OX1R). Orexin/Hypocretin receptor type 1 (Homo sapiens), O43613. OX1R-expressing cells, FRET antagonist read-out. inhibition, % at 6.6 µM. 1.8% of 330,000 active. AID 485270, 2010; in the data active means inhibition mostly above about 38%, no sharp cut-off; inactive means mostly below about 40%;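 further: 0% = agonist challenge alone and 100% = reference antagonist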
* marks the source's active call; other numbers are inactive results; i = inactive; / = not tested or not shown; & = joins results of further samples.

mol	STK33 kinase inh	KCNQ2 block	OX1R FRET antag
Cc1ccc(NC(=O)CN(C)CC(=O)NC2CCCc3ccccc32)cc1 (stereo not given)	-0.7	i	9
COC(=O)c1ccc(CN2C(=O)C3CCCCC3C2=O)o1 (stereo not given)	-1.6	i	9
O=C(CN1CCN(C/C=C/c2ccccc2)CC1)Nc1ccc(F)cc1F	-0.4	i	7
CCCCN(C(=O)CN1C(=O)C2CCCCC2C1=O)c1c(N)n(Cc2ccccc2)c(=O)[nH]c1=O (stereo not given)	-0.8	i	8
CCN(CC)S(=O)(=O)c1ccc(NS(=O)(=O)c2cccc(C)c2)cc1	-0.3	i	11
CC(C)(C)c1ccc(-c2nc(-c3ccncc3)no2)cc1	0.3	i	15
COc1ccc(/C=C(\C#N)C(=O)OCCNC(=O)c2ccncc2)cc1	-0.1	i	6
Cc1ccc(C(C)C)cc1S(=O)(=O)Nc1cccnc1	-0.7	i	3

Filtered by structure: the compounds so far containing nitrogen in an aromatic ring.
mol	STK33 kinase inh	KCNQ2 block	OX1R FRET antag
CCCCN(C(=O)CN1C(=O)C2CCCCC2C1=O)c1c(N)n(Cc2ccccc2)c(=O)[nH]c1=O (stereo not given)	-0.8	i	8
CC(C)(C)c1ccc(-c2nc(-c3ccncc3)no2)cc1	0.3	i	15
COc1ccc(/C=C(\C#N)C(=O)OCCNC(=O)c2ccncc2)cc1	-0.1	i	6
Cc1ccc(C(C)C)cc1S(=O)(=O)Nc1cccnc1	-0.7	i	3

Returning to the listing; the two compounds before the break are reprinted first.
mol	STK33 kinase inh	KCNQ2 block	OX1R FRET antag
COc1ccc(/C=C(\C#N)C(=O)OCCNC(=O)c2ccncc2)cc1	-0.1	i	6
Cc1ccc(C(C)C)cc1S(=O)(=O)Nc1cccnc1	-0.7	i	3
COc1ccc(C(=O)c2ccc(OC)c(OC)c2)cc1	-0.4	i	1
Cc1nnc2ccc(-c3cccc(NC(=O)c4ccc(Br)o4)c3)nn12	1.3	i	29
COc1cc(=O)n(C)c2ccccc12	-0.6	i	1
CCOC(=O)C(Cc1ccc(NC(C)=O)cc1)N1C(=O)c2ccccc2C1=O (stereo not given)	0.9	/	3
Cc1sc2c(c1C)C(=O)/C(=C\Nc1ccccn1)S(=O)(=O)N2C	-0.1	i	13
CCC(C(=O)NCCc1ccc(OC)c(OC)c1)n1nc(C)n2c(cc3occc32)c1=O (stereo not given)	-1.7	i	15
COC(=O)c1ccc2nc(C(F)(F)F)[nH]c2c1	0.3	i	22
CCCc1cc(=O)oc2cc(C)cc(OCC(=O)NC3CCN(Cc4ccccc4)CC3)c12	-0.1	i	11

mol	STK33 kinase inh	KCNQ2 block	OX1R FRET antag
COc1ccc(C(=O)NC(=S)N2CCN(c3ccccc3OC)CC2)cc1OC	0.4	i	1
COCCNC(=O)CCN1N=C(c2ccccc2)CCC1=O	-0.3	i	9
COc1cc(NC(=O)COC(=O)CNC(=O)c2cc(C)cc(C)c2)c(C)cc1[N+](=O)[O-]	/	i	24
COc1ccc(NC(=O)CN2C(=O)COc3ccc(S(=O)(=O)N4CCOCC4)cc32)c(OC)c1	0.8	i	-2
Cn1cncc1C#Cc1c(C=O)n(C)c2ccccc12	0.0	/	12
C/C=C/c1ccc(OCC(=O)OCC2=C(C(=O)OCC)C(C)NC(=O)N2)c(OC)c1 (stereo not given)	-0.3	i	18
COc1ccc(CC(=O)N2CCOCC2)cc1	-1.6	i	8
CC1CC(C)(C)NC(=S)O1 (stereo not given)	-2.3&-1.2	i	8

mol	STK33 kinase inh	KCNQ2 block	OX1R FRET antag
NC(=O)CC(NC(=O)Cc1ccc(Br)cc1)c1ccc(N2CCN(c3ccccc3)CC2)c([N+](=O)[O-])c1 (stereo not given)	-0.4	i	6
CC/C(=N/N=C(/CC)c1ccc(O)cc1)c1ccc(O)cc1	-0.8	i	19
O=C(c1ccco1)c1cc2c(ccc3ccccc32)oc1=O	0.8	i	16
OCCN1C[C@H](O)[C@@H](O)[C@H](O)[C@H]1CO	-0.8	i	19
CC(C)(C)c1ccc(S(=O)(=O)C(C)(C)C)cc1	-1.2	i	14
O=c1[nH]n2c(=O)c3c([nH]c2c1N=Nc1ccccc1)CCC3	-0.8	i	42
O=C(O)c1ccc2nnn(O)c2c1	-1.3	i	0
Cc1ccsc1C(C(=O)NC(C)(C)C)N(C(=O)c1csnn1)c1ccccc1 (stereo not given)	-1.4	i	11

mol	STK33 kinase inh	KCNQ2 block	OX1R FRET antag
O=C(NCCc1ccc(F)cc1)c1cccs1	-0.4	i	21
Nc1nc(-c2ccco2)c(-c2ccco2)s1	-1.5	i	35
O=C(CN(C(=O)Cn1nnc(-c2cccs2)n1)c1ccc2c(c1)OCCO2)NCC1CCCO1 (stereo not given)	0.0	i	16
O=C(CN1CCN(CC(=O)Nc2ccccn2)CC1)Nc1ccccn1	-0.2	i	25
Cc1ccnc2nc(C(=O)OC(C)C(=O)NCc3ccccc3)nn12 (stereo not given)	-1.1	/	2
CN(C)CCCn1c(=S)[nH]c2ccccc2c1=O	-0.1	i	12
c1ccc(-c2nc(-c3cccs3)[nH]c2-c2ccccc2)cc1	0.1	i	13
Cc1ccc(C)c(N(CC(=O)NCc2ccc3c(c2)OCO3)C(=O)CCC(=O)Nc2ccccn2)c1	0.2	i	21

Compound profiles, as listed above. Order of screens: STK33 kinase inh | KCNQ2 block | OX1R FRET antag
Entry for `Nc1nc(-c2ccco2)c(-c2ccco2)s1` → -1.5 | i | 35
Entry for `Cc1ccnc2nc(C(=O)OC(C)C(=O)NCc3ccccc3)nn12` (stereo not given) → -1.1 | / | 2

Later entries.
mol	STK33 kinase inh	KCNQ2 block	OX1R FRET antag
COC(=O)COc1ccc(NC(=O)Cn2nc(-c3ccccc3)c3ccccc3c2=O)cc1	0.1	i	12
CSc1nc(Nc2ccc(Cl)cc2)c(C#N)c(=O)[nH]1	-1.1	i	22
Cn1c(C(=O)Nc2ccc(Cl)cc2)cc2cc(Cl)ccc21	-1.4	i	-1
CCN(CC)S(=O)(=O)c1cccc(S(=O)(=O)N2CCCCC2)c1	-3.5	i	12
O=C(NC1CCCCC1)C(c1ccccn1)N(C(=O)c1csnn1)c1ccccc1F (stereo not given)	0.1	i	34
Cc1ccccc1NC(=O)C1Cc2ccccc2CN1C(=O)OCc1ccccc1 (stereo not given)	2.2	i	46
COc1ccc(NC(=O)CSc2nnc(-c3cccs3)n2C)cc1OC	0.1	i	14
Cc1cc(NC(=O)C2CCCCC2)nc2c1c(=O)oc1ccccc12	-2.3	i	25

mol	STK33 kinase inh	KCNQ2 block	OX1R FRET antag
Cc1ccc(NC(=O)COC(=O)CN2C(=O)C3CCCCC3C2=O)cc1C (stereo not given)	0.0	/	-4
Cc1cc(C)n2nc(SCCC(=O)NCCc3ccccc3)nc2n1	0.3	i	9
C#CCSc1nc(-c2ccccc2)cc(C(F)(F)F)c1C#N	1.0	i	8
CC(C)c1nnc(NC(=O)c2ccc3c(c2)OCO3)s1	-0.5	i	10
O=C(O)CCC(=O)NC(c1ccccc1)c1ccccc1	-0.4	i	14
O=C(CCc1ccc(S(=O)(=O)N2CCOCC2)cc1)NCCCN1CCCC1=O	-1.2	i	10
CCOc1ccc(NC(=O)C2CCC(N3C(=O)C4CC=CCC4C3=O)CC2)cc1 (stereo not given)	-0.6	i	9
CCCc1nc2ccccc2c(=O)n1/N=C/c1ccc(O)c(O)c1	3.6	i	24

mol	STK33 kinase inh	KCNQ2 block	OX1R FRET antag
NS(=O)(=O)c1ccc(N2C(=O)C3CC=CCC3C2=O)cc1 (stereo not given)	-1.6	i	3
CN(C)CCNC(=S)Nc1ccc(-c2nc3ccccc3[nH]2)cc1	1.7	i	22
CCCNC(=O)COC(=O)/C=C/c1ccc2c(c1)OCO2	-0.6	i	17
CCOc1ccc(CCNC(=O)c2ccc(C)c(NC3=NC4CS(=O)(=O)CC4S3)c2)cc1 (stereo not given)	-0.5	i	1
Cc1ccccc1N=Cc1cc2c(cc1O)OC(N)=C(C#N)C2c1ccccc1 (stereo not given)	-4.7	i	20
CCc1ccccc1N(C)C(=O)CCc1nc(-c2ccc(C)cc2)no1	-2.4	i	11
Cc1cc(Br)ccc1N=C1C(=O)Nc2ccccc21	2.0	i	-7
Cc1ccc(NC(=O)[C@@H]2CCCN2S(=O)(=O)c2ccc(Cl)cc2)cc1	0.0	/	48*

| Compound | STK33 kinase inh | KCNQ2 block | OX1R FRET antag |
| --- | --- | --- | --- |
| O=C(COC(=O)c1ccc(C(F)(F)F)cc1)Nc1cccc(S(=O)(=O)N2CCCCC2)c1 | 1.5 | / | 1 |
| O=C(NCC1CC1)C1(C(F)(F)F)CC(CCCO)CCCO1 (stereo not given) | -2.5 | i | 13 |
| COc1ccc(OCC(=O)N/N=C2\CCCc3ccccc32)cc1 | -0.9 | i | 3 |
| O=S1(=O)[C@H]2CC3O[C@]2(C[C@@H]3c2ccc(F)cc2)CN1Cc1ccc(Cl)cc1 | -0.2 | i | 9 |
| O=C(c1ccncc1)N1CCCC(N2CCN(c3cccc(C(F)(F)F)c3)CC2)C1 (stereo not given) | -1.1 | i | 19 |
| CCCN(C(=O)c1cn(C)c(=O)c2ccccc12)c1ccccc1C | -0.3 | i | 0 |
| COc1cc(C(=O)Nc2nc(OC)c(-c3ccccc3)c(OC)n2)cc(OC)c1OC | 0.8 | i | 12 |
| COc1ccc(C)c(-n2c(N)cc(=O)n(Cc3ccccc3)c2=O)c1 | -1.4 | i | 7 |

| Compound | STK33 kinase inh | KCNQ2 block | OX1R FRET antag |
| --- | --- | --- | --- |
| CC1CCC2(CC1)NC(=O)N(CC(=O)NC1CCCCC1C)C2=O (stereo not given) | -2.0 | / | 10 |
| O=C(NCc1ccco1)C1CCCCN1S(=O)(=O)c1ccc(F)cc1 (stereo not given) | -1.8 | i | 5 |
| CC1=CC(=O)C=CC1(C)C(Cl)Cl (stereo not given) | -0.8 | i | -5 |
| O=C(COC(=O)C12CC3CC(CC(O)(C3)C1)C2)Nc1ccc(Cl)cc1F | -1.1 | / | 7 |
| C=CCn1c(SCC(=O)Nc2cc(C)on2)nc2sc(C)c(C)c2c1=O | -1.6 | i | 12 |
| C[C@@H](O)C1NC(=O)[C@H](CCCCN)NC(=O)c2cc([N+](=O)[O-])cc(I)c2NCCC[C@@H](C(N)=O)NC1=O (stereo not given in full) | -0.2 | i | 18 |
| COc1cc2c(cc1NC(=O)c1ccccc1F)CCCC2 | -0.8 | i | 21 |
| O=C(O)C1(Cc2nc3ccccc3[nH]2)CCCC1 | -0.4 | i | -6 |

| Compound | STK33 kinase inh | KCNQ2 block | OX1R FRET antag |
| --- | --- | --- | --- |
| COC(=O)c1sc(S(=O)(=O)N2CCC(C(N)=O)CC2)c(C(=O)OC)c1C | -1.0 | i | 3 |
| NC(=O)c1c(NC(=O)c2ccccc2F)sc2c1CCCC2 | 2.1 | i | 74* |
| Cc1cc2c(c(Sc3ccccc3)n1)C(=O)OC2 | 0.5 | i | 9 |
| CS(=O)(=O)N1CCN(c2ccc([N+](=O)[O-])c(N3CCOCC3)c2)CC1 | -1.4 | i | 54 |
| CCOC(=O)CSc1ccc2nnc(CCNS(=O)(=O)c3ccccc3)n2n1 | -2.0 | i | 19 |
| CSc1nnc(NC(=O)CCc2ccccc2)s1 | -2.2 | i | 14 |
| Cc1ccc(NC(=O)COC(=O)c2ccc(CN3CCCC3=O)cc2)c(Cl)c1 | -0.8 | / | 0 |
| CCS(=O)(=O)c1nc(S(=O)(=O)c2ccc(C)cc2)c(N2CCN(C)CC2)s1 | -1.6 | i | -2 |

| Compound | STK33 kinase inh | KCNQ2 block | OX1R FRET antag |
| --- | --- | --- | --- |
| CS(=O)(=O)N(Cc1ccc(Cl)cc1)c1ccc(C(=O)N/N=C/c2cc3ccccc3nc2Cl)cc1 | 0.3 | i | 20 |
| O=C(Nc1csc([N+](=O)[O-])c1)Nc1c(Cl)cccc1Cl | 0.6 | i | 23 |
| CCOC(=O)c1ccc(NC(=O)N2CCCCCC2)cc1 | -1.4 | i | 15 |
| COc1ccccc1NC(=O)c1ccccc1N(Cc1ccccc1)S(C)(=O)=O | -0.8 | i | / |
| COc1ccc(OCC(O)Cn2c(Nc3ccccc3)nc3c2c(=O)n(C)c(=O)n3C)cc1 (stereo not given) | -1.5 | i | 11 |
| COc1ccc([N+](=O)[O-])cc1NC(=O)C(C)Sc1ccccc1 (stereo not given) | 0.4 | i | 11 |
| O=C(NC1CCCC1)C(c1ccc(O)cc1)N(CC1CCCO1)C(=O)C1COc2ccccc2O1 (stereo not given) | -1.4 | i | -1 |
| COc1ccc(/C(O)=C2/C(=O)C(=O)N(CCN(C)C)C2c2ccccc2)cc1Cl (stereo not given) | 0.6 | i | 10 |

| Compound | STK33 kinase inh | KCNQ2 block | OX1R FRET antag |
| --- | --- | --- | --- |
| Cc1ccc(NC2CCCN(C(=O)CCc3ccncc3)C2)cc1C (stereo not given) | -0.6 | i | / |
| CNC(=O)c1ccc(S(=O)(=O)c2ccc(Cl)cc2)c(NC(C)=O)c1 | 0.6 | i | -6 |
| CC(=O)c1ccc(NC(=O)CC(C)S(=O)(=O)c2ccc3c(c2)CCN3C(C)=O)cc1 (stereo not given) | -0.7 | i | 11 |
| O=C(c1ccccc1)c1ccc2c(c1)OCCOCCOCCOCCO2 | 0.8 | i | 2 |
| Cc1ccc(S(=O)(=O)Nc2cc(C)on2)cc1 | 1.8 | i | 14 |
| Cc1ccc2oc(=O)n(CCOc3ccccc3Cl)c2c1 | -0.5 | i | 10 |
